Assay outcomes (PubChem BioAssay)
FUS yeast rescue – FUS proteinopathy suppression in yeast; S. cerevisiae FUS-expressing, growth rescue, OD600, 24 h; Potency, µM (doses to about 76.6 µM), for the others: top-dose growth rescue (activation), hits mostly activators; actives 0.24% (n = 390,000); AID 1347120;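 note: plate controls were DMSO vehicle for no effect and reference control for full effect; nearly all actives have a fitted effect of over 55% in size; some results filed as inactive show a strong effect at the top dose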
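Absorbance at 600 nm, taken 24hr after compound addition, measured rescue of FUS-yeast growth at 30C. Induction used 2% galactose with seeding at OD 0.005. Controls: CP55940 from 92uM final, DMSO only.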
Abeta rescue – restores growth of yeast expressing A-beta42 peptide; actives 0.063% (n = 410,000); yeast expressing A-beta42, growth rescue, OD600, 48 h; response scale: 0% DMSO, 100% iron-clioquinol control; Potency, µM (doses to about 46.1 µM), inactives show top-dose growth rescue, usual class: activators; note: nearly all actives have a fitted effect of over 55% in size
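Yeast A-beta toxicity model in growth medium with pinned compounds, 48 h at 30 C; growth read as absorbance at 600 nm. Normalized to FeCl3/clioquinol equimolar mix (positive) and DMSO (negative).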
* hit, by the source's call. Calls come from the whole dose curve; as a rule, active = well fitted activation curve with a large enough effect; inconclusive = small, poorly fitted or top-dose-only effect; inactive = no such curve, though single readings can be large or run the other way. Potency is the fitted concentration of half-maximal effect. Only part of the results is shown; rates above refer to the full screens.

How did COc1cccc(OC)c1C(=O)Nc1ccc(S(=O)(=O)Nc2nccc(C)n2)cc1 do in these assays?
FUS yeast rescue: 7%; Abeta rescue: -6%

Results for COc1ccc(CNC(=O)CN2C(=O)CSc3ccc(S(=O)(=O)N4CCCC4)cc32)cc1 ?
FUS yeast rescue: 18%; Abeta rescue: -9%

What do the screens show for `Cc1ccccc1NC(=O)Cn1c(=O)n(Cc2ccccc2)c(=O)c2sc3ccccc3c21`?
FUS yeast rescue: -27%; Abeta rescue: -9%

How did COc1cc(-c2nnn(CC(=O)Nc3ccc(OC(F)(F)F)cc3)n2)cc(OC)c1OC do in these assays?
FUS yeast rescue: 22%; Abeta rescue: -10%

What do the screens show for `COc1cccc(C(=O)NC2(C(F)(F)F)C(=O)Nc3c2c(=O)[nH]c(=O)n3-c2ccc(C)cc2)c1` (stereo not drawn)?
FUS yeast rescue: 8%; Abeta rescue: -11%

Results for Cc1cccc(NC(=O)c2ccc(C(=O)Nc3cccc(C)c3C)cc2)c1C ?
FUS yeast rescue: -22%; Abeta rescue: -1%

What do the screens show for `CCOc1cc(Cl)c(S(=O)(=O)n2cc(C)nc2CC)cc1Cl`?
FUS yeast rescue: 18%; Abeta rescue: 18%

What do the screens show for `Cc1cccc(NC(=O)c2ccc(Cn3nc(N4CCN(c5ccccc5)CC4)ccc3=O)o2)c1C`?
FUS yeast rescue: inconclusive; Abeta rescue: -13%

What do the screens show for `COc1cccc(NC(=O)c2c(C(=O)Nc3ccccc3)sc3nc(C)cc(=O)n23)c1`?
FUS yeast rescue: 12%; Abeta rescue: -16%

Results for O=S(=O)(c1ccc(-c2cc(C(F)(F)F)on2)s1)N1CCN(c2cccc(Cl)c2)CC1 ?
FUS yeast rescue: 1%; Abeta rescue: -6%

What do the screens show for `CC(C)(C)c1ccc(Oc2ccc(NC(=O)CCC(=O)OCC(=O)c3ccccc3)cc2)cc1`?
FUS yeast rescue: 8%; Abeta rescue: inconclusive

What do the screens show for `C=CCC(CC=C)(CNC(=O)C(=O)Nc1ccc(Br)cc1)c1ccc(OC)c(OC)c1`?
FUS yeast rescue: 10%; Abeta rescue: -18%

How did COc1cccc(N2C(=O)C(CC(=O)Nc3cccc(F)c3)N(C3CCCC3)C2=O)c1 (stereo not drawn) do in these assays?
FUS yeast rescue: 20%; Abeta rescue: -4%

Results for Cc1ccc(-n2c(=O)c3c(C)c(C(=O)N(C)C)sc3n(Cc3ccccc3C)c2=O)cc1C ?
FUS yeast rescue: 2%; Abeta rescue: -8%

What do the screens show for `COC(=O)c1ccc(NC(=O)CN2C(=O)CCc3cc(S(=O)(=O)N4CCCCC4)ccc32)cc1`?
FUS yeast rescue: 13%; Abeta rescue: -10%

Results for O=C(CSc1nc2c([nH]c3ccccc32)c(=O)n1-c1ccccc1)Nc1ccccc1F ?
FUS yeast rescue: -4%; Abeta rescue: -2%

Results for Cn1c(=O)cc(SCC(=O)NCc2ccc(F)cc2)c2cc(Cl)ccc21 ?
FUS yeast rescue: -17%; Abeta rescue: -12%

How did COC(=O)c1cnn2c(C)c(Cc3c(C)cc(C)cc3C)c(C)nc12 do in these assays?
FUS yeast rescue: -16%; Abeta rescue: -11%

How did Cc1ccc(NC(=O)CSc2nc3n[nH]c(C)c3c(=N)n2-c2cccc(C)c2)cc1 do in these assays?
FUS yeast rescue: -3%; Abeta rescue: -9%

Results for CCOC(=O)c1c(C)sc(-c2c(-c3ccc4c(c3)OCCO4)[nH]c3c2c(=O)n(C)c(=O)n3C)c1O ?
FUS yeast rescue: 11%; Abeta rescue: -7%

Results for CCOC(=O)c1scc(-c2ccccc2)c1S(=O)(=O)N1CCN(c2ccccc2OC)CC1 ?
FUS yeast rescue: 69%; Abeta rescue: -3%

What do the screens show for `CCOC(=O)Cn1c(=O)oc2cc(S(=O)(=O)N3CCN(c4ccccc4F)CC3)ccc21`?
FUS yeast rescue: 11%; Abeta rescue: -22%

Results for COc1ccc(-c2nc(CNS(=O)(=O)c3ccc(F)cc3)cs2)cc1 ?
FUS yeast rescue: 21%; Abeta rescue: -4%

Results for CCOc1ccc(Cn2c(CNS(=O)(=O)c3ccc(CC)cc3)nc3cccnc32)cc1 ?
FUS yeast rescue: 41%; Abeta rescue: 2%

How did Cc1cccc(CNC(=O)c2cc3cc(S(=O)(=O)N4CCCCC4)ccc3n2C)c1 do in these assays?
FUS yeast rescue: inconclusive; Abeta rescue: 0%

Results for CCOc1cccc(CC(=O)N2CCc3c([nH]c4ccccc34)C2c2ccccc2)c1OCC (stereo not drawn) ?
FUS yeast rescue: 32%; Abeta rescue: 17%

Results for CCOc1ccc(CCNC(=O)CCCn2nc(C)c3sc4ccccc4c3c2=O)cc1OCC ?
FUS yeast rescue: 2%; Abeta rescue: -1%

Results for CC1=C(c2ccc(C)c(C)c2)S(=O)(=O)N(Cc2ccc(C(=O)NC(C)c3ccccc3)cc2)C1=O (stereo not drawn) ?
FUS yeast rescue: 21%; Abeta rescue: -6%

What do the screens show for `CSc1ncc(Cl)c(C(=O)N(C)c2ccccc2)n1`?
FUS yeast rescue: 13%; Abeta rescue: -6%

Results for Cc1cc2oc(C(=O)Nc3ccc(S(=O)(=O)Nc4ncccn4)cc3)cc(=O)c2cc1C ?
FUS yeast rescue: -14%; Abeta rescue: -10%

What do the screens show for `COc1cc(-c2nnc(SCCOc3ccc(C)c(Cl)c3)o2)cc(OC)c1OC`?
FUS yeast rescue: -9%; Abeta rescue: -9%

Results for COc1cccc(CNC(=O)Cc2c(C(=O)O)c(C)cn2C)c1 ?
FUS yeast rescue: 8%; Abeta rescue: -10%

How did COc1ccc2c(c1)c1c(c(=O)n(-c3ccccc3C)c(=O)n1Cc1ccccc1C)n2C do in these assays?
FUS yeast rescue: -6%; Abeta rescue: -6%

What do the screens show for `Oc1c(C(c2ccc(Br)cc2)N2CCOCC2)sc2nc(-c3ccco3)nn12` (stereo not drawn)?
FUS yeast rescue: 36%; Abeta rescue: 13%

Results for Cc1ccc(CN(Cc2ccco2)C(=O)COc2ccc(C(C)C)cc2)cc1 ?
FUS yeast rescue: 15%; Abeta rescue: 1%

What do the screens show for `CC(=O)N1CCCc2cc(S(=O)(=O)N3CCC(C(=O)NCc4ccc(F)cc4)CC3)ccc21`?
FUS yeast rescue: 2%; Abeta rescue: 10%

What do the screens show for `Cc1ccc(NC(=O)CSCc2cnn(-c3ccccc3)c2-n2cccc2)c(C)c1`?
FUS yeast rescue: 29%; Abeta rescue: -12%

What do the screens show for `COc1ccc(S(=O)(=O)c2c(Nc3ccc(C)cc3C)sc(C(=O)c3ccc(F)cc3)c2N)cc1`?
FUS yeast rescue: 25%; Abeta rescue: -2%

How did Cc1ccc(CNS(=O)(=O)c2ccc3[nH]c4c(c3c2)CCCC4)cc1 do in these assays?
FUS yeast rescue: -13%; Abeta rescue: -1%

How did COc1ccc(OC)c(CCNc2nc3cc(OC)c(OC)cc3c3nc(-c4cccnc4)nn23)c1 do in these assays?
FUS yeast rescue: -2%; Abeta rescue: -20%

Results for CCOc1cc(C#N)c(NC(=O)c2ccc(OC)c(S(=O)(=O)N3CCCCC3)c2)cc1OCC ?
FUS yeast rescue: 10%; Abeta rescue: -10%

Results for CCCCOc1ccc(CNC(=O)c2cnc3sc(N4CCCCCC4)nn3c2=O)cc1 ?
FUS yeast rescue: -4%; Abeta rescue: 1%

How did Cc1ccc(-n2nnnc2CNC(=O)c2ccccc2F)cc1C do in these assays?
FUS yeast rescue: 3%; Abeta rescue: 1%

What do the screens show for `CC(=O)c1ccc(NC(=O)Cn2c(-n3nc(C)cc3C)nc(C)c(C)c2=O)cc1`?
FUS yeast rescue: 8%; Abeta rescue: 11%

Results for CC(=O)c1cc(-c2ccc(F)cc2)n(CCC(=O)Nc2nc3c(C)cccc3s2)c1C ?
FUS yeast rescue: -1%; Abeta rescue: -9%

How did N#Cc1nc(COc2cccc(Cl)c2)oc1NCCc1ccccc1 do in these assays?
FUS yeast rescue: -6%; Abeta rescue: -3%

What do the screens show for `CCOC(=O)c1ccc(NC(=O)CSc2nccn2Cc2ccc(OC)cc2)cc1`?
FUS yeast rescue: 12%; Abeta rescue: 9%

Results for CCOC(=O)c1ccc(NC(=O)CSc2nc3c(c(=O)[nH]2)CN(Cc2ccccc2)CC3)cc1 ?
FUS yeast rescue: inconclusive; Abeta rescue: -39%

How did O=C(Cn1ccc2cc(S(=O)(=O)N3CCCCC3)ccc21)NCc1ccccc1Cl do in these assays?
FUS yeast rescue: -11%; Abeta rescue: -2%

What do the screens show for `Cc1ccc(C(=O)n2nc(C)c(S(=O)(=O)N3CCCCCC3)c2C)cc1`?
FUS yeast rescue: -1%; Abeta rescue: -21%

What do the screens show for `CCOc1ccc(C(=O)c2cn(CC(=O)Nc3ccc(C)c(C)c3)c3ccc(OCC)cc3c2=O)cc1`?
FUS yeast rescue: -20%; Abeta rescue: 3%

What do the screens show for `CCOc1ccc(CCNC(=O)Cn2nnc(-c3ccc(C(F)(F)F)cc3)n2)cc1OCC`?
FUS yeast rescue: 1%; Abeta rescue: 7%

What do the screens show for `CC1CCN(C(=O)CSc2nnc(-c3ccccc3)o2)CC1`?
FUS yeast rescue: 4%; Abeta rescue: -3%

How did O=C(NCc1ccc2c(c1)OCO2)c1ccc2c(c1)N(Cc1ccccc1)C(=O)c1ccccc1S2=O (stereo not drawn) do in these assays?
FUS yeast rescue: 13%; Abeta rescue: -17%

How did CCOc1ccc(-c2nnc(SCC(=O)NC(C)CC)nc2-c2ccc(OCC)c(OC)c2)cc1OC (stereo not drawn) do in these assays?
FUS yeast rescue: 18%; Abeta rescue: -6%

Results for Cc1ccc(CSc2nc(=O)c3c(n2C)NC(=O)CC3c2ccc(OC(C)C)cc2)cc1 (stereo not drawn) ?
FUS yeast rescue: 16%; Abeta rescue: 0%

Results for COc1ccc(C)cc1NC(=O)c1cc(S(=O)(=O)N2CCCCC2)c[nH]1 ?
FUS yeast rescue: -7%; Abeta rescue: -5%

Results for COc1ccccc1NC(=O)c1sc2nc3c(c(C(F)(F)F)c2c1N)CN(C(C)=O)CC3 ?
FUS yeast rescue: 9%; Abeta rescue: 12%

How did COc1cc2nc(NCc3ccccc3)n3nc(-c4ccccc4)nc3c2cc1OC do in these assays?
FUS yeast rescue: -2%; Abeta rescue: -23%

What do the screens show for `CC(C)c1nc2ccc(C(=O)NCCCN3CCN(c4ccc(F)cc4)CC3)cc2o1`?
FUS yeast rescue: -7%; Abeta rescue: -14%

Ordered by number of heavy atoms (highest first): part of the list above.
What do the screens show for `CCOc1ccc(C(=O)c2cn(CC(=O)Nc3ccc(C)c(C)c3)c3ccc(OCC)cc3c2=O)cc1`?
FUS yeast rescue: -20%; Abeta rescue: 3%

What do the screens show for `CCOc1ccc(CCNC(=O)Cn2nnc(-c3ccc(C(F)(F)F)cc3)n2)cc1OCC`?
FUS yeast rescue: 1%; Abeta rescue: 7%

Results for Cc1ccc(CSc2nc(=O)c3c(n2C)NC(=O)CC3c2ccc(OC(C)C)cc2)cc1 (stereo not drawn) ?
FUS yeast rescue: 16%; Abeta rescue: 0%

How did COc1cc2nc(NCc3ccccc3)n3nc(-c4ccccc4)nc3c2cc1OC do in these assays?
FUS yeast rescue: -2%; Abeta rescue: -23%

Results for COc1ccc(C)cc1NC(=O)c1cc(S(=O)(=O)N2CCCCC2)c[nH]1 ?
FUS yeast rescue: -7%; Abeta rescue: -5%

What do the screens show for `CC1CCN(C(=O)CSc2nnc(-c3ccccc3)o2)CC1`?
FUS yeast rescue: 4%; Abeta rescue: -3%

Further compounds follow.
What do the screens show for `Cc1cccc(CSCCNC(=O)C2CCN(S(=O)(=O)Cc3ccccc3)CC2)c1`?
FUS yeast rescue: -13%; Abeta rescue: -11%

What do the screens show for `Cc1ccc(CSc2nnc(-n3c(=O)c(C#N)cc4c(=O)n5cccc(C)c5nc43)s2)cc1`?
FUS yeast rescue: -17%; Abeta rescue: -8%

Results for COCCCn1c(SCC(=O)Nc2ccc(F)cc2)nc2c(sc3ccccc32)c1=O ?
FUS yeast rescue: -5%; Abeta rescue: -1%

What do the screens show for `CCOc1ccc(CCNC(=O)CN2CCN(Cc3ccc(F)cc3Cl)C2=O)cc1OCC`?
FUS yeast rescue: 18%; Abeta rescue: 5%

What do the screens show for `COCCn1c(CNC(=O)c2cc([N+](=O)[O-])ccc2Cl)nc2cccnc21`?
FUS yeast rescue: 11%; Abeta rescue: -11%

How did Cc1nnsc1C(=O)Oc1ccc(C#N)cc1 do in these assays?
FUS yeast rescue: -19%; Abeta rescue: -6%

How did COc1ccc(Cn2c(C(=O)O)c(CNCCc3cc(OC)ccc3OC)c3ccc(C)cc32)cc1 do in these assays?
FUS yeast rescue: 28µM*; Abeta rescue: -3%

Results for CCn1c(SCc2cccc(Br)c2)nnc1-c1nonc1NC(C)=O ?
FUS yeast rescue: 19%; Abeta rescue: -3%

What do the screens show for `O=C(CCCc1ccccc1)NC1CC(=O)N(c2ccc(Cl)cc2)C1` (stereo not drawn)?
FUS yeast rescue: 36%; Abeta rescue: -5%

Results for COC(=O)c1c(-c2ccc(Cl)cc2)noc1N1CCN(c2ccc(C(C)=O)cc2)CC1 ?
FUS yeast rescue: -22%; Abeta rescue: -4%

What do the screens show for `CC(=O)N1CCc2c(sc3c2c(=O)n(-c2ccccc2C)c(=O)n3CC(=O)c2ccccc2)C1`?
FUS yeast rescue: inconclusive; Abeta rescue: -21%

How did Cc1cn(C)c(CC(=O)NCc2ccccc2)c1C(=O)O do in these assays?
FUS yeast rescue: 8%; Abeta rescue: -5%
